Source: PubChem (several laboratories)
CDK5 inh – CDK5/p35 (human) kinase inhibition; Q00535+Q15078; Recombinant CDK5/p35, ADP-Glo luminescence, 60 min; inhibition, % at 10 µM; 330,000 tested, 0.01% active; AID 488839;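 active = highest replicate inhibition of at least 50% and at least 75% of replicates reaching 50%; inconclusive = only one of the two criteria met; inactive = both criteria failed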;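 note: plate controls were DMSO neutral control for no effect and GW8510 at 10 µM for full effect; many of its hits are not listed in these tables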
Target sequence (Q00535 whole entry, looked up): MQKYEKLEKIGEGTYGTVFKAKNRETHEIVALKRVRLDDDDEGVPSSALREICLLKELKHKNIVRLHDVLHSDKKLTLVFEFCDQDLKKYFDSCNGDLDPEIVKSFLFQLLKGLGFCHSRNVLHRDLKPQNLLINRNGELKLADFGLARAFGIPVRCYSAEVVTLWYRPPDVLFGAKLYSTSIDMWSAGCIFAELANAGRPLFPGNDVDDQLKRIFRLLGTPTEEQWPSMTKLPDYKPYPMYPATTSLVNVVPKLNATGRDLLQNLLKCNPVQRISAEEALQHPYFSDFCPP
Target sequence (Q15078 whole entry, looked up): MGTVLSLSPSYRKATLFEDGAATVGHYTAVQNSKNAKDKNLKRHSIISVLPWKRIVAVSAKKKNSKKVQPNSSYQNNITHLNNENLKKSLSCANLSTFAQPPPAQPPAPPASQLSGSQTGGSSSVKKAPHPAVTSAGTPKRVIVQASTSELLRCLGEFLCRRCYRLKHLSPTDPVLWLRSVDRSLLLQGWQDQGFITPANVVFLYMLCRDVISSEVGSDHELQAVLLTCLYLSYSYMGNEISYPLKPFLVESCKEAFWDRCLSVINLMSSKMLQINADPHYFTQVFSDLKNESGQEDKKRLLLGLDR
cardiac RTF act – increases calcium sensitivity of human cardiac regulated thin filaments. 340,000 tested, 0.24% active. activation, % at 7.2 µM. P19429+P45379. IANBD-labeled TnC RTF fluorescence at EC20 calcium; 0% EC20 calcium, 100% full calcium;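 active = activation above the mean over all tested compounds plus 3 SD, cut at about 30% in these data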;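 note: rise in fluorescence read as greater calcium sensitivity of cardiac thin filaments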
CAL PDZ FP-1 – human CAL PDZ-peptide interaction inhibition; 330,000 tested, 0.02% active; purified CAL PDZ, TMR-peptide fluorescence polarization, 1 h; AID 504414; Q9HD26; inhibition, % at 20 µM;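 active = highest replicate inhibition of at least 40%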;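 note: plate controls were DMSO neutral control wells for no effect and unlabeled competitor peptide control wells for full effect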
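Material: tagged CAL PDZ domain; buffer or medium: 25 mM sodium phosphate pH 7.4, 150 mM NaCl, TCEP, IgG, Thesit; compound dosing: single point, 20 µM; schedule: 1 h incubation at room temperature before polarization reading; measured by: FP readout, S and P plane fluorescence; read-out basis: percent inhibition from loss of millipolarization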
V-ATPase pH – alters yeast V-ATPase proton transport | response, % at 10 µM | AID 504577 | 350,000 tested, 0.37% active | S. cerevisiae, pHLuorin cytosolic pH fluorescence; in the data active = response mostly above about 7.3%, no sharp cut-off; inactive = mostly below about 5.4%; note: actives read high; inactives centre near 0; some compounds called inactive have numbers as strong as hits; reference of the scale not given here
CAL PDZ FP-2 – inhibitors of human CAL PDZ peptide binding | Q9HD26 | purified CAL PDZ, TMR-peptide fluorescence polarization, 1 h | inhibition, % at 24.9 µM | 300,000 tested, 0.92% active | AID 602252;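 active = mean inhibition of at least 30% with at least half of replicates also reaching 30%; inconclusive = no clear call, values can overlap the other calls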;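 note: 0% = DMSO neutral control and 100% = excess unlabeled competitor peptide PRC23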
Rtt109 HAT inh – inhibitors of Candida albicans Rtt109/Vps75 histone acetyltransferase; Q5AAJ8; purified Rtt109/Vps75, ThioGlo CoA-SH fluorescence, 4 h; inhibition, % at 34.9 µM; 330,000 tested, 0.16% active; AID 540336;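 active = inhibition of at least 50% in every replicate; inconclusive = best replicate reaches 50% inhibition but some replicates fall short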
Wnt bcat act – activates Wnt/beta-catenin signaling in a reporter cell assay. 300,000 tested, 1.2% active. activator, plate reader. activation, % at 9.35 µM. AID 743398; in the data active = activation above about 30%, passing the limit was not always enough; inconclusive = no clear call, values can overlap the other calls;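 note: 0% = neutral control wells and 100% = positive control wells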
dFosB act – enhances mouse delta FosB homodimer DNA binding; P13346; purified delta FosB, TAMRA-CDK5 oligo fluorescence polarization; percent of positive-control signal above neutral wells; activation, % at 25 µM; 340,000 tested, 0.99% active;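 active = mean activation above about 17%, with every replicate also reaching it, limit read from the data, passing the limit was not always enough; inconclusive = only one of the two conditions met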;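 note: fluorescence polarization rise as delta FosB binds a TAMRA Cdk5 AP-1 oligo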
Target sequence (P13346 whole entry, looked up): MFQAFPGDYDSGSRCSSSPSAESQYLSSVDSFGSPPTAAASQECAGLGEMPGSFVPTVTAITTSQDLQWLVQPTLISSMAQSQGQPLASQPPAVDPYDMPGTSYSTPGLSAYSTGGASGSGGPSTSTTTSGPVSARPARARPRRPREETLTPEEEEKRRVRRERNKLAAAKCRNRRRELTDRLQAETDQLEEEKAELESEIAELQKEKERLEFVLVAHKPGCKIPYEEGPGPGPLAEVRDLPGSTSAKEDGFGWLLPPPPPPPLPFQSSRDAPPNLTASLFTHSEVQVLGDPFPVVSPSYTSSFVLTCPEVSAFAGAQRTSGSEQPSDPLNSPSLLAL
Tat transport – inhibitors of E. coli Tat protein transport. inhibition, % at 10 µM. AID 488895. 340,000 tested, 0.036% active. E. coli MC4100 TorA-mCherry Tat export, fluorescence;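 active = mean replicate inhibition at least 50% and at least half of replicates individually reaching 50%; inconclusive = only one of the two criteria met; inactive = neither criterion met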;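 note: exported cargo escapes ClpAP degradation while cytoplasmic cargo is degraded and loses fluorescence; 0% = median of neutral control wells and 100% = median of NaSCN control wells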
MITF TRPM1 HTS – activators of MITF-driven TRPM1 promoter activity in SK-MEL-5 cells; SK-MEL-5 TRPM1-promoter luciferase, 24 h; % of positive control, neutral wells = 0; activation, % at 12.5 µM; 300,000 tested, 0.75% active;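 active = mean activation of at least 80% with every replicate also reaching 80%; inconclusive = mean reaches 80% but some replicate falls short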;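 note: 0% = neutral control wells and 100% = parthenolide positive control wells; values of inactives mirror those of a sister screen read the other way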
Active calls of the source: *; ? = inconclusive; . = no result given; + = active, no number. Compounds were not picked by outcome; any-hit rate near 4.1%.

MITF TRPM1 HTS	CDK5 inh	Rtt109 HAT inh	Tat transport	CAL PDZ FP-2	dFosB act	cardiac RTF act	CAL PDZ FP-1	Wnt bcat act	V-ATPase pH	smiles
5	-0.5	-5	2	1	-4	5	-1.8	.	-2	CC(=O)N1CCN(c2ccc(NCc3ccc(-c4cccc(Cl)c4)o3)cc2)CC1
13	0.6	10	4	-5	-15	-1	.	-1	-1	COc1c(C)cc(Br)cc1C(=O)Nc1cccc(NC(=O)c2ccco2)c1
.	1.4	0	0	-2	-7	8	-1.1	10	-3	O=C(Nc1ccc2oc(-c3ccc4ccccc4c3)nc2c1)c1ccc2c(c1)OCCO2
-5	0.5	-10	3	-2	-10	2	-2.6	0	-2	NC(=O)C(=O)NCCCN1CCOCC1
-7	0.8	4	-4	-4	4	-2	0.4	.	-5	CCCCNC(=O)CN(c1cccc(Br)c1)S(C)(=O)=O
5	0.1	-10	0	-2	-4	-1	0.7	-5	-1	Nc1ccccc1C(=O)N1O[C@@H]2C=C[C@H]1CC2
?	0.2	4	-4	5	-19	0	-0.3	24	0	COc1cccc(/C=C/C(=O)OCC(=O)c2ccccc2)c1OC
.	1.1	-2	-12	.	-11	13	-1.6	-5	-2	CC1CCCCN1CCNC(=O)c1ccc2c(=O)n(CCc3ccccc3)c(=O)[nH]c2c1 (stereo not given)
3	0.3	2	-2	-1	3	-1	0.1	0	1	COc1ccccc1CN1CC(C(=O)NCc2nccn2C)CCC1=O (stereo not given)
-5	0.2	-6	-1	-5	2	-4	-1.8	-2	0	COc1ccccc1CN1CC(C(=O)NCc2cc(C)on2)CCC1=O (stereo not given)
-5	3.9	-8	-7	-4	47*	-7	0.6	-10	0	COc1ccc(O)c(/C=N/NC(=O)c2c(C)nnn2-c2nonc2N)c1
6	0.1	15	-1	2	-23	3	-3.6	-3	10	CCOc1ccc(CCNC(=O)c2cn(C)c3ccc(S(=O)(=O)N4CCOCC4)cc3c2=O)cc1OCC
11	0.5	6	8	1	2	-2	-2.9	4	1	CNC(=S)Nc1ccc(C23CC4CC(CC(C4)C2)C3)cc1
1	-1.7	2	-7	-5	-2	-7	0.9	0	2	CC(C)[C@@H](CO)N(C)S(=O)(=O)c1ccccc1Br
-5	1.5	-5	3	7	-1	-1	-0.9	-1	0	O=C(CNC(=O)c1ccc(Br)o1)NCc1ccc2c(c1)OCO2
-1	-1.5	6	2	-9	-2	-1	.	-2	0	CCn1c(SCC(=O)O)nnc1-c1cc2c(C)nn(-c3ccccc3)c2s1
4	-0.7	3	7	-5	2	-6	-0.8	.	-2	O=C(CCC(=O)N1CCN(C2CCCCC2)CC1)Nc1nnc(C(F)(F)F)s1
.	0.5	-7	-1	-5	-6	0	.	.	2	O=C(Cc1ccc(-n2c(=O)[nH]c3ccccc3c2=O)cc1)N1CCN(c2ccccc2)CC1
-6	2.3	-7	0	-1	-21	3	-5.1	-1	4	COc1cc(/C=N/NC(=O)c2ccncc2)ccc1OC(=O)c1cccc(F)c1
1	1.8	1	-4	-2	-3	2	-0.8	-3	0	CCOC1OC(=O)C(Cl)=C1Nc1ccc(C)cc1C (stereo not given)
.	-2.1	-7	2	7	-25	+	0.4	-6	-6	CCCCNc1ccc2c3c(cccc13)C(=O)N(CCCC)C2=O
-14	-0.6	5	-11	6	-2	14	0.7	-2	-3	O=C(CNC(=O)c1ccncc1)N/N=C/c1ccc(Br)cc1
.	0.5	3	-1	-4	-1	-7	0.2	-9	-4	CCn1nc(C(=O)Nc2cccc(C(F)(F)F)c2)c(Cl)c1Cl
6	2.3	-1	-9	-4	6	4	-0.4	.	1	CCn1c2ccccc2c2cc(NC(=O)CSc3nnc(-c4cccc(C)c4)o3)ccc21
.	-0.4	8	2	.	0	0	-1.3	-1	-3	Cc1cc(-c2ccco2)n(CC(=O)NCCCc2ccccc2)n1
-18	0.6	3	1	-1	1	-5	-0.6	.	4	COc1ccc(O)c(/C=N\NC(=O)CCn2nnc3ccccc32)c1
3	-0.5	8	-1	7	-2	1	0.3	0	2	CCOC(=O)NC(=O)c1cn(CCNCCO)c(=O)[nH]c1=O
.	-1.2	-1	4	0	-1	0	0.2	0	-3	c1ccc(-c2ccccc2OCCOCCN2CCOCC2)cc1
-12	2.9	4	3	-3	-3	2	-1.9	-1	-1	O=C(Nc1nonc1NC(=O)c1cccs1)c1cccs1
-1	0.1	-4	-8	1	1	6	0.1	-7	0	Cc1c(C)c2ccc(OCC(=O)Nc3ccc(N4CCC(C)CC4)cc3)cc2oc1=O
-3	-0.2	-12	-5	-2	-6	3	-1.3	-1	-3	CCCCCCCCNc1nc(Cl)nc(NCc2ccco2)n1
-4	-0.4	-7	-10	.	-1	2	0.0	.	-2	CCNC(=O)COC(=O)C1CCC(=O)N(c2ccc(OC)cc2)C1c1ccc(OC)cc1 (stereo not given)
-8	1.0	-19	7	.	-6	-3	-0.4	-3	0	COc1ccccc1NC(=O)Cn1nc(C(F)(F)F)c2c1CCCC2
6	3.5	3	2	-3	-8	0	-2.9	3	0	Cc1[nH]c(=O)[nH]c(=O)c1/C=N/NC(=O)CCCCCNC(=O)OC(C)(C)C
20	1.5	-9	-3	1	-5	2	-1.8	-1	4	Cc1ccc(/C(N)=N/OC(=O)/C=C/c2ccccc2)cc1
-3	0.7	1	8	-2	-9	1	-1.2	-4	2	CCCCc1ccc(N2C(=NC(=O)C3CCCO3)SC3CS(=O)(=O)CC32)cc1 (stereo not given)
-2	0.5	9	-4	-1	-4	1	0.3	5	0	O=C(O)c1ccccc1N=Nc1ccc(O)cc1
-10	-0.9	-1	-4	6	1	4	0.7	-1	-1	CCOC(=O)[C@H]1[C@H]2COc3ccc(OC)cc3[C@@H]2N2C(=O)[C@H](C)NC(=O)[C@@]12C
89*	1.0	-4	-5	-6	-11	-1	-1.7	12	1	COc1ccc(-c2noc(-c3ccoc3C)n2)cc1OC
-12	1.2	.	0	-2	-8	-4	-2.0	1	-3	O=C(C1=C[C@@H]2[C@H]3C(=O)N(c4ccc(Cl)cc4)C(=O)[C@H]3[C@@H](C(=O)c3ccc(Cl)cc3)N2C=C1)c1ccccc1
-17	-2.3	18	2	-2	40*	4	-1.8	-7	-2	COc1cccc2c1[C@@H]1CN(CCCCn3c(=O)[nH]c4c(sc5ncc(-c6ccccc6)nc54)c3=O)C[C@@H]1CO2
0	0.5	-3	10	.	-6	0	-1.8	.	0	Cn1c(CCNC(=O)c2ccco2)nc2cc(NS(=O)(=O)c3ccc(Cl)cc3)ccc21
-20	-0.4	-4	2	-1	-6	8	-0.3	-6	1	Cc1cc(C)c(S(=O)(=O)N/N=C/c2ccc([N+](=O)[O-])o2)c(C)c1
27	0.2	21	-5	13	-3	-1	-1.0	.	1	Cn1c(SCc2nc3ccccc3s2)nnc1-c1ccc2c(c1)OCO2
5	0.5	3	-9	-4	-7	-8	-1.2	0	0	O=C(CSc1ncnc2scc(-c3ccccc3)c12)N1CCN(Cc2ccc3c(c2)OCO3)CC1

Only dFosB act (two entries from above):
SMILES	dFosB act
Cn1c(SCc2nc3ccccc3s2)nnc1-c1ccc2c(c1)OCO2	-3
O=C(CSc1ncnc2scc(-c3ccccc3)c12)N1CCN(Cc2ccc3c(c2)OCO3)CC1	-7

Next results:
MITF TRPM1 HTS	CDK5 inh	Rtt109 HAT inh	Tat transport	CAL PDZ FP-2	dFosB act	cardiac RTF act	CAL PDZ FP-1	Wnt bcat act	V-ATPase pH	smiles
-52	1.8	2	-4	-3	-4	17	0.4	-2	-2	CC[n+]1c(/C=C/N(C)c2ccccc2)oc2ccccc21
.	-0.7	0	0	-3	-2	4	-1.4	-3	2	Cc1ccc(NC(=O)CC2OC(=O)c3ccccc32)cc1S(=O)(=O)N1CCOCC1 (stereo not given)
5	-0.7	3	1	.	1	-1	-0.7	0	-2	O=C(COC(=O)c1c(Cl)cccc1Cl)NC1CCCCC1
.	-0.5	-4	-6	-4	2	5	1.6	11	-1	COc1ccc(NC(=O)CCCc2ccccc2)cc1OC
8	1.3	-109	6	.	-10	1	-1.3	-1	1	CN1C(=O)c2cccc3c(S(=O)(=O)NCCc4ccccc4)ccc1c23
10	1.0	-17	1	-1	-2	-3	-2.7	0	-3	Nc1ccc(NC(=S)Nc2ccccc2)cc1
8	-1.5	3	-3	2	-5	-2	-1.7	2	-2	CC1(C)c2[nH]c3ccccc3c2C[C@@H]2C(=O)N(Cc3ccccc3F)C(=O)N21
-20	0.9	1	-6	-3	7	3	-1.4	.	1	O=C(N/N=C\c1ccc(-c2ccccc2[N+](=O)[O-])o1)C1COc2ccccc2O1 (stereo not given)
-9	0.8	8	-1	7	-3	0	-1.5	3	-5	Cc1nn(-c2ccccc2)nc1C(=O)NNC(=O)c1ccc(C(F)(F)F)cc1
-69	-3.0	-12	-2	0	-2	1	-2.0	20	-1	O=C(Nc1ccc(S(=O)(=O)N2CCCCCC2)cc1)c1[nH]ncc1[N+](=O)[O-]
-10	-1.4	-4	-1	5	2	2	-1.7	1	-3	O=C(Nc1cc(Cl)ccc1Cl)c1ccco1
0	3.4	12	-3	.	-3	3	-1.8	-2	-4	COc1ccc(OC)c(C2=NOC(C(=O)NCC3CCCO3)C2)c1 (stereo not given)
-8	-0.6	3	-5	.	1	-1	-1.1	-4	2	Cc1nc2ncnn2c(C)c1CCC(=O)N1CCN(C(=O)c2ccco2)CC1
4	-1.4	-7	-2	-2	-2	2	-1.0	.	0	COc1cc(C(=O)NCCC(C)C)ccc1OCc1ccc(Cl)cc1Cl
-6	-0.6	-2	0	-1	-9	0	-2.1	-3	5	CS(=O)(=O)N(Cc1ccccc1)c1ccc(C(=O)NCCSc2ccccn2)cc1
-3	-3.3	11	3	-1	0	5	3.0	-5	1	COc1ccc(Cn2cccc(NC(=O)Nc3ccc(C#N)cc3)c2=O)cc1
10	0.1	0	9	-1	-6	-1	-1.0	-4	-2	CCn1c(CSc2ncccn2)nnc1SCC(=O)N1c2ccccc2CC1C (stereo not given)
40	1.7	4	0	-3	-23	-8	-1.4	1	5	COc1cccc(-c2onc3ccc(C(C)=O)cc23)c1
12	-0.1	-5	18	-4	5	-4	-1.3	-2	3	CN1CCN(c2ccc(NC(=O)c3sc4ccccc4c3Cl)cc2)CC1
-14	-0.6	8	-1	-2	-4	4	-3.5	0	2	COCCN(Cc1cc2cc3c(cc2nc1Cl)OCO3)C(=O)Nc1ccc(F)cc1
12	-1.9	0	1	-2	3	8	-2.2	51*	1	O=C1/C(=C\c2ccc(O)cc2)SC(=S)N1/N=C/c1ccc(O)cc1
